Bioassay records: PubChem, Broad Institute
SIRT5 inh – sirtuin-5 (human) deacylase inhibition | inhibition, % at 15 µM | Q9NXA8 | 330,000 tested, 1.1% active | Purified SirT5, succinyl-peptide AMC, trypsin-coupled fluorescence; in the data active = inhibition above about 15%; inconclusive = no clear call, values can overlap the other calls
Target sequence (Q9NXA8 whole entry, looked up): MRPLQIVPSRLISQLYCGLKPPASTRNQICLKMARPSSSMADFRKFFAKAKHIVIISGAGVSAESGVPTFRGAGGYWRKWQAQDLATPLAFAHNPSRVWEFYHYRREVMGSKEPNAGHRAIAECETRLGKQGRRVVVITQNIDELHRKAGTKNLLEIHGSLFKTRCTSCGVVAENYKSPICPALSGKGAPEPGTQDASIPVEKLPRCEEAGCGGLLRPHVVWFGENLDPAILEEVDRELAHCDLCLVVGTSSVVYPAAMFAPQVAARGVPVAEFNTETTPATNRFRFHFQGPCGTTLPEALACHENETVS
E-selectin induc – E-selectin induction on HUVECs. P16581. activation, % at 7.58 µM. HUVEC E-selectin immunofluorescence imaging; normalized: neutral wells 0, TNF-alpha wells 100. 260,000 tested, 0.37% active;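 active = mean E-selectin-positive cell signal at least 10% of the positive control, reached in at least 60% of replicates, without over 20% cell loss; inconclusive = no rule given, readout overlaps actives, possibly toxicity-flagged; inactive = the rest, including those meeting only one limit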;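 also: in these data hits start at about 27%; measured in HUVEC primary endothelial cells; signal is the percent of cells scored E-selectin positive by PE staining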
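System: HUVEC, human umbilical vein endothelial cells; quantity: 3,000 cells/well; buffer or medium: EGM-2 medium, gelatin-coated wells; dosing: single-point compound dose; detection: immunofluorescence imaging; evaluation: % PE-positive cells; benchmarks: TNF-alpha, DMSO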
S100A4 inh HTS – inhibitors of human S100A4 binding to myosin IIA peptide. P26447. S100A4/TAMRA-MyoIIA peptide fluorescence polarization. inhibition, % at 10.7 µM. 360,000 tested, 0.14% active;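 active = mean inhibition of at least 70% across replicates, with every replicate also reaching that level; inconclusive = mean inhibition reaches 70% but some replicates fall short; inactive = mean inhibition below 70%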
Target sequence (P26447 whole entry, looked up): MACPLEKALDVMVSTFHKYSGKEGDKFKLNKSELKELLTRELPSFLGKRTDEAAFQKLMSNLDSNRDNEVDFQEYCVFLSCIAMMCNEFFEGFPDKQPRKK
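Material: human S100A4 monomer with TAMRA-labelled myosin IIA peptide; buffer or medium: HEPES pH 7.2 with CaCl2, KCl, NaCl, DTT, Triton; compound dosing: one concentration per compound; schedule: 5 min incubation before reading; benchmarks: neutral control DMSO, positive control TFP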
PglD DTNB – inhibitors of Campylobacter jejuni PglD acetyltransferase; purified PglD enzyme, DTNB colorimetric CoA detection; inhibition, % at 12.5 µM; 360,000 tested, 0.098% active; in the data active = inhibition above about 16%, passing the limit was not always enough; inconclusive = no clear call, values can overlap the other calls; also: strong numbers were not always called active
DENV2 CPE – inhibitors of DENV2 cytopathic effect; DENV2-infected cells, cytopathic effect rescue, plate reader; CPE inhibition, % at 9.99 µM; 350,000 tested, 1.7% active; in the data active = CPE inhibition above about 20%, passing the limit was not always enough; inconclusive = no clear call, values can overlap the other calls; tested in BHK-21 cells;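 also: 0% = median of neutral control wells and 100% = median of positive control wells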
Statin myotox sup – suppressors of simvastatin-induced myotoxicity in C2C12 myotubes; rescue of ATP level, % at 7.49 µM; ATP luminescence, 48 h; scaled: DMSO 0, geranylgeraniol control 100; 330,000 tested, 0.78% active;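 active = mean ATP rescue above about 67%, or every replicate alone reaching that limit, limit read from the data, passing the limit was not always enough; inconclusive = no clear call, values can overlap the other calls; inactive = mean under the limit and some replicate under it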;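 also: myotubes were challenged with 10 µM simvastatin during compound exposure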
ERp5 block – ERp5 (human) disulfide isomerase inhibition | ERp5 insulin aggregation, absorbance 650 nm, 90 min | inhibition, % at 9.99 µM | 350,000 tested, 0.05% active | AID 651711;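 active = mean replicate inhibition above about 25%, with every replicate also reaching it, limit read from the data, passing the limit was not always enough; inconclusive = only one of those two criteria met; inactive = neither criterion met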
Target sequence (Q15084 whole entry, looked up): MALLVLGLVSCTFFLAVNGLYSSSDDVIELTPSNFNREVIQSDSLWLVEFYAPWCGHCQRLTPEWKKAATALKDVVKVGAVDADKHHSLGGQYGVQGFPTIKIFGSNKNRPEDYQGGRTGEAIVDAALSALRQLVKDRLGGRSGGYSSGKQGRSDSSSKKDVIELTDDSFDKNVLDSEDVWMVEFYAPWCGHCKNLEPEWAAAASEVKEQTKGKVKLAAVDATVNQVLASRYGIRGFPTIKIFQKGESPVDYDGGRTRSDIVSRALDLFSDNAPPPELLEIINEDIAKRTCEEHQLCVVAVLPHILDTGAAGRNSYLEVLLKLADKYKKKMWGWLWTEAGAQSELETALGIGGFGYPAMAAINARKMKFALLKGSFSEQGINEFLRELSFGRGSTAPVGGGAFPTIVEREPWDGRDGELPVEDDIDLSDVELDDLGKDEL
Numbers without * were called inactive; ? = inconclusive; . = no result given.

[1] Cc1cc(OCCCCCn2ccnc2)cc(C)c1Cl
[2] CCC1Oc2ccc(C)cc2N(CC(=O)NCCC2=CCCCC2)C1=O (stereo not drawn)
[3] Cc1cccc(S(=O)(=O)NC2CCCCCCC2)c1
[4] C[C@@H]1NC(=O)N(CCCn2ccnc2)C1=O
[5] Cn1nc(CC(=O)Nc2cccc3ncccc23)c2ccccc2c1=O
[6] COc1ccc(S(=O)(=O)NCC(c2cccnc2)N2CCN(C)CC2)cc1C (stereo not drawn)
[7] COc1ccc(OC)c(NC(=O)CSc2nnc3ccc(-c4ccncc4)nn23)c1
[8] COc1ccc(CNC(=O)CN2CCN(S(=O)(=O)c3c(C)c(C)cc(C)c3C)CC2)cc1OC
[9] COC(=O)C1=C(C)N(Cc2ccc(Cl)cc2)C(=S)NC1c1ccc(Cl)cc1 (stereo not drawn)
[10] CC1(C)CC(=O)C=C(c2ccc(Cl)c(C(F)(F)F)c2)C1
assay / compound,1,2,3,4,5,6,7,8,9,10
Statin myotox sup,.,26,-1,10,-11,-3,-8,-10,.,6
ERp5 block,-2,-2,-1,2,.,-6,1,-4,4,0
E-selectin induc,0.2,.,0.0,.,5.4,0.3,-0.1,.,0.1,-0.1
S100A4 inh HTS,-1,-5,-3,3,.,1,2,2,-2,0
DENV2 CPE,4,-4,-4,3,.,?,-1,-5,-19,1
SIRT5 inh,-2,-1,-16,-8,.,-1,1,-2,2,.
PglD DTNB,.,.,-1,2,0,0,0,-2,.,1

[11] CNc1cncc(-c2cccc(NS(C)(=O)=O)c2)n1
[12] C[C@@H]1CN([C@H](C)CO)C(=O)Cc2cc(NC(=O)Nc3cccc4ccccc34)ccc2O[C@@H]1CN(C)C(=O)Nc1ccccc1
[13] Cc1ccc(CS(=O)(=O)Cc2ccc(C(=O)NC3CCCC3)o2)cc1
[14] O=C(NCC1CC1)[C@@H]1[C@@H](CO)[C@@H]2Cn3c(cccc3=O)[C@H]1N2C(=O)c1ccccc1
[15] CC(=O)C1=C(O)C(=O)N(c2ccc(Br)cn2)C1c1ccc(Br)cc1 (stereo not drawn)
[16] CCC(=O)N1C[C@@H](C)[C@@H](OC)CN(C)C(=O)c2cc(NC(=O)c3ccc(F)cc3)ccc2OC[C@@H]1C
[17] Cc1noc(C)c1S(=O)(=O)N(C)C[C@H]1Oc2ccc(NC(=O)CCC(F)(F)F)cc2CC(=O)N([C@H](C)CO)C[C@@H]1C
[18] CC(C)c1ccc(OCC(=O)NNC(=O)c2cnccn2)cc1
[19] Cn1cc(C(=O)NS(=O)(=O)Nc2ccc(Br)cn2)c2ccccc21
[20] CCCc1ncc(CN2CCCCC2C(=O)Nc2ccc(Oc3ccccc3)nc2)cn1 (stereo not drawn)
assay / compound,11,12,13,14,15,16,17,18,19,20
Statin myotox sup,1,-2,-26,-12,.,-8,20,.,.,.
ERp5 block,5,-1,0,2,4,3,2,-3,2,-12
E-selectin induc,-0.1,-0.1,0.1,-0.1,0.1,-0.2,-0.4,.,5.6,.
S100A4 inh HTS,21,-6,0,7,-5,11,6,-4,-2,1
DENV2 CPE,3,-2,-5,-5,-2,17,-8,-2,1,-3
SIRT5 inh,-36,.,-6,-2,0,10,-1,-4,-2,-2
PglD DTNB,0,-5,-5,1,6,1,2,.,.,-3

[21] Cc1cc(C)nc(/N=C(\N)N2CCCCCC2)n1
[22] CSc1ccc(NC(=O)NCCCN2CCC(Cc3ccccc3)CC2)cc1
[23] CCOc1ccc(NC(=O)c2c(OC)cccc2OC)cc1
[24] CCOc1ccc(S(=O)(=O)NCCC(=O)NCC2COc3ccccc3O2)cc1 (stereo not drawn)
[25] CCOc1cc(/C=C2/C(=N)N3N=C(CC)SC3=NC2=O)ccc1OC(=O)c1ccco1
[26] CCCCc1ccc(-c2nn[nH]n2)nc1
[27] CNS(=O)(=O)c1ccc(CNC[C@H]2O[C@@H](n3cnc4c(=O)[nH]c(N)nc43)[C@H](O)[C@@H]2O)cc1
[28] O=C(NC1CCCC1)N[C@H]1CC[C@H](CC(=O)N2CCOCC2)O[C@H]1CO
[29] COc1ccc(OC)c(NC(=O)C2CC(=O)N(Cc3ccco3)C2)c1 (stereo not drawn)
[30] Cc1ccc(SCC(=O)NC(=O)NC(C)C)c(C)c1
assay / compound,21,22,23,24,25,26,27,28,29,30
Statin myotox sup,-4,-8,.,4,5,.,4,3,14,.
ERp5 block,2,-5,-1,-1,-2,-5,-12,3,-1,-4
E-selectin induc,.,2.5,6.6,0.3,-0.7,0.1,.,-0.5,0.2,22
S100A4 inh HTS,2,-58,-4,1,-4,1,-2,2,12,-2
DENV2 CPE,0,-1,-3,6,1,-10,-3,-13,-6,5
SIRT5 inh,-3,-2,0,-2,4,-7,-4,12,-3,-1
PglD DTNB,6,-4,.,3,-5,.,2,1,-5,.

[31] N=C1C(=O)OCC1c1ccccc1NC(=O)Nc1ccccc1 (stereo not drawn)
[32] O=C(O)c1ccc2c(=O)n3c(nc2c1)/C(=C/c1ccccc1OC(F)F)CC3
[33] CC1Cn2c(nnc2-c2ccccc2O)S1 (stereo not drawn)
[34] COc1ccc(NC(=O)N2C[C@@H](O)COC[C@@H]3O[C@H](CC(=O)N4CCN(C)CC4)CC[C@H]32)cc1
[35] O=C(Cc1ccccc1)N1CC(=O)N2[C@H](CO)[C@H](c3ccc(C#CCc4ccccc4)cc3)[C@H]2C1
[36] CCN(CC)c1c([N+](=O)[O-])c(=O)n(CC)c2ccccc12
[37] CN(C)C(=O)C[C@@H]1C=C[C@H](NC(=O)Nc2cccc(F)c2)[C@H](CO)O1
[38] CCSc1nnc(Cc2cc(=O)[nH]c(=O)[nH]2)n1-c1cccc(C)c1
[39] CN(C)C(=O)c1cccc(-c2ccc([C@@H]3[C@@H](C#N)N(C(=O)C4CCCC4)[C@@H]3CO)cc2)c1
[40] COc1ccccc1C#Cc1ccc2c(c1)O[C@H](CN(C)Cc1ccncc1)[C@H](C)CN([C@@H](C)CO)S2(=O)=O
assay / compound,31,32,33,34,35,36,37,38,39,40
Statin myotox sup,.,10,-1,-3,.,.,6,0,.,-102
ERp5 block,3,2,3,12,11,10,0,6,2,-2
E-selectin induc,2.9,-0.3,0.0,0.0,-0.6,-0.3,-0.4,.,0.0,.
S100A4 inh HTS,-12,22,-3,1,-2,-1,4,9,9,10
DENV2 CPE,5,-4,-1,10,-4,0,-10,0,7,14
SIRT5 inh,8,1,.,-1,1,-5,4,.,4,-5
PglD DTNB,.,0,2,4,.,-8,9,-3,.,0

[41] CS(=O)(=O)N1[C@@H](CO)[C@@H](c2ccccc2)C12CN(C(=O)C1CC1)C2
[42] COC(=O)C[C@H]1CC[C@@H]2[C@@H](COc3ccc(NS(=O)(=O)c4ccccc4F)cc3C(=O)N2C)O1
[43] COc1ccccc1CNC(=O)c1ccc2c(=O)n(CC3CCCO3)c(=S)[nH]c2c1 (stereo not drawn)
[44] CN(C)CC(=O)N[C@@H]1CC[C@@H](CCNC(=O)Nc2ccc(F)cc2)O[C@H]1CO
[45] C/C(CC(=O)Nc1ccccc1Cl)=N\NC(=O)C(=O)NCCO
[46] COc1ccc(NC(=O)Nc2ccc3c(c2)C(=O)N([C@@H](C)CO)C[C@H](C)[C@@H](CN(C)Cc2ccncc2)OCCCC[C@H](C)O3)cc1
[47] CCOCCCNC(=O)C(c1ccc(Cl)cc1)N(Cc1cccs1)C(=O)c1ccccn1 (stereo not drawn)
[48] O=C(NCC[C@H]1CC[C@@H](NS(=O)(=O)c2cccc(F)c2)[C@@H](CO)O1)Nc1cc(F)ccc1F
[49] N[C@@H](Cc1ccc(O)cc1)c1nnc([C@H](CO)NC(=O)C2CCNCC2)o1
[50] COc1ccccc1NC(=O)c1cc2c(s1)-c1ccccc1S(=O)(=O)C2
assay / compound,41,42,43,44,45,46,47,48,49,50
Statin myotox sup,.,11,-9,-15,-14,.,.,-1,0,51
ERp5 block,-4,.,-5,-1,0,2,2,-2,6,0
E-selectin induc,-0.2,0.0,-0.3,-0.3,0.0,0.0,.,-0.2,-0.4,0.3
S100A4 inh HTS,1,.,-7,8,2,15,-2,7,-1,-1
DENV2 CPE,-4,0,9,-7,-2,.,-3,1,.,5
SIRT5 inh,0,.,-9,-2,0,3,18*,4,.,1
PglD DTNB,.,4,-1,-2,2,3,.,1,-5,3

[51] C/C=C/c1ccc([C@H]2[C@@H](CNS(C)(=O)=O)N(CC3CCCC3)[C@H]2CO)cc1
[52] C[C@@H]1CN([C@@H](C)CO)C(=O)Cc2cc(NC(=O)CCCN(C)C)ccc2O[C@H]1CN(C)Cc1ccc(C(=O)Nc2ccccc2N)cc1
[53] COCC(=O)Nc1ccc2c(c1)C(=O)N(C)C[C@H](OC)[C@H](C)CN(C(C)=O)[C@H](C)CO2
[54] C[C@H]1CN([C@@H](C)CO)C(=O)c2cc(C3=CCCCC3)cnc2O[C@H]1CN(C)C(=O)Nc1cccc(F)c1
[55] Cn1c(SCC(=O)N2CCCC2)nc2cccnc21
[56] COc1ccc(OC)c(S(=O)(=O)NC(N)=NCCc2ccccc2)c1
[57] Nc1cc(Oc2cccnc2)cc([N+](=O)[O-])c1
[58] COc1ccc(N2CCN(c3ccc4nnc(CCC(=O)Nc5ccc(C)cc5)n4n3)CC2)cc1
[59] CC(C)NC(=O)NCC[C@H]1CC[C@@H](NC(=O)Nc2ccccc2)[C@@H](CO)O1
[60] CC[C@]12c3[nH]c4cc(CCC(=O)N(C)C)ccc4c3CCN1C(=O)[C@@H](CC(=O)NCCCOC)C[C@@H]2C(=O)N1CCN(C(=O)c2ccco2)CC1
assay / compound,51,52,53,54,55,56,57,58,59,60
Statin myotox sup,15,.,-3,-24,-3,-1,.,15,3,5
ERp5 block,0,-8,2,-1,-7,3,0,-7,2,-2
E-selectin induc,0.2,.,-0.2,0.3,2.8,-0.1,1.8,-0.1,0.5,-0.2
S100A4 inh HTS,1,6,10,5,9,7,7,-1,16,2
DENV2 CPE,51*,8,.,-8,.,-4,-2,2,1,-6
SIRT5 inh,4,.,0,7,6,-1,.,-2,1,-2
PglD DTNB,8,.,1,-5,1,-5,.,1,0,-7

Compounds listed so far containing a furan ring, fused or not:
[13] Cc1ccc(CS(=O)(=O)Cc2ccc(C(=O)NC3CCCC3)o2)cc1
[25] CCOc1cc(/C=C2/C(=N)N3N=C(CC)SC3=NC2=O)ccc1OC(=O)c1ccco1
[29] COc1ccc(OC)c(NC(=O)C2CC(=O)N(Cc3ccco3)C2)c1 (stereo not drawn)
[60] CC[C@]12c3[nH]c4cc(CCC(=O)N(C)C)ccc4c3CCN1C(=O)[C@@H](CC(=O)NCCCOC)C[C@@H]2C(=O)N1CCN(C(=O)c2ccco2)CC1
assay / compound,13,25,29,60
Statin myotox sup,-26,5,14,5
ERp5 block,0,-2,-1,-2
E-selectin induc,0.1,-0.7,0.2,-0.2
S100A4 inh HTS,0,-4,12,2
DENV2 CPE,-5,1,-6,-6
SIRT5 inh,-6,4,-3,-2
PglD DTNB,-5,-5,-5,-7

Following part.
[61] O=c1ccc2c(-c3ccccc3)c3ccc(O)cc3oc-2c1
[62] COc1ccc(CNC(=O)CNC(=O)c2ccc(Br)o2)cc1OC
[63] C[C@H]1CN([C@@H](C)CO)C(=O)Cc2cc(NC(=O)C3CCCCC3)ccc2O[C@@H]1CN(C)C
[64] N#CCCN(C(=O)COC(=O)c1cccc(S(=O)(=O)N2CCCC2)c1)c1ccc(F)cc1
assay / compound,61,62,63,64
Statin myotox sup,15,1,14,.
ERp5 block,-14,-6,1,-5
E-selectin induc,-0.1,0.9,-0.2,-0.1
S100A4 inh HTS,-6,0,4,-4
DENV2 CPE,0,-3,-3,-7
SIRT5 inh,2,-9,1,-2
PglD DTNB,6,-1,0,5

An excerpt; rates above refer to the full screens.
